Screens deposited in PubChem BioAssay by several laboratories.
PostGolgi ctrl: growth of the yeast control strain, post-Golgi counter-screen | efflux-deficient yeast background strain, growth absorbance A615, 16 h | actives 5% (n = 98,000) | inhibition, % at 10 µM
FAK blocker: inhibitors of human focal adhesion kinase | biochemical FAK kinase activity assay | inhibition, %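 (tested at 7 µM)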 | actives 0.84% (n = 97,000) | AID 727; in the data active = inhibition above about 19%;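 also: 0% = DMSO and 100% = reference compound high control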
EphB4 antag: antagonists of human EphB4-ephrin-B2 interaction | AID 720 | EphB4 LBD / TNYL-RAW-Alexa532 peptide, fluorescence polarization | actives 0.15% (n = 97,000) | P54760 | inhibition, % at 7 µM;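 active = inhibition above the screen-wide mean inhibition plus 3 SD, cut at about 15% in these data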;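 also: 0% = DMSO wells and 100% = excess unlabeled TNYL-RAW peptide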
S1P2 blocker: S1P2 (human) receptor antagonism; cell-based S1P2 antagonist assay, inhibition at 5 uM; inhibition, % at 5 µM; actives 0.21% (n = 97,000); in the data active = inhibition above about 45%;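 also: CRE beta-lactamase reporter cells expressing human S1P2 stimulated with S1P; 0% = agonist at EC80 alone and 100% = agonist plus reference antagonist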
Target sequence (O95136 whole entry, looked up): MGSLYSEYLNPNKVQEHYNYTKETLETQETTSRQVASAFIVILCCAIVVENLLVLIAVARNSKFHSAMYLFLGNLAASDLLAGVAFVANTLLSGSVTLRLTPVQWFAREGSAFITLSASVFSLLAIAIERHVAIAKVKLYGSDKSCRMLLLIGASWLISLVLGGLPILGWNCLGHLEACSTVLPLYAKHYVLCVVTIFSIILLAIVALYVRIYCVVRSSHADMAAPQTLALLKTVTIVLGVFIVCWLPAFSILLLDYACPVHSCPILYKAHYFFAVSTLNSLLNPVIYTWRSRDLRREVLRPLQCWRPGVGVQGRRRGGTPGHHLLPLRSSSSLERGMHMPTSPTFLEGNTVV
HIV Rev-RRE inh: HIV Rev-RRE protein-RNA interaction inhibition | Rev peptide-RRE RNA binding, FRET | AID 704 | P05866 | inhibition, % at 8 µM | actives 0.79% (n = 97,000);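 active = inhibition above the screen-wide mean plus 3 SD, cut at about 35% in these data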;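 also: 0% = median DMSO wells and 100% = median Neomycin B control wells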
Target sequence (P05866 whole entry, looked up): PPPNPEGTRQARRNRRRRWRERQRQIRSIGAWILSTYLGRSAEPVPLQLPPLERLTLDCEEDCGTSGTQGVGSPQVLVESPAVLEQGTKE
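Probe or stimulus: fluorescein-Rev peptide as binding partner; assay system: Cy5-tagged RRE RNA duplex with fluorescein-tagged Rev peptide; timing: 5 min compound–RNA preincubation, then 15 min with peptide, 25 °C; medium: HEPES pH 7.5 buffer with KCl, MgCl2, NaCl and EDTA; signal: fluorescein-to-Cy5 FRET, 480 nm excitation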
LYP act: increases human PTPN22 phosphatase activity; AID 697; recombinant LYP, DiFMUP fluorescence; 0 = plate median, 100 = signal doubled; activation, % at 2 µM; actives 0.11% (n = 96,000); Q9Y2R2;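 active = activation at 2 µM above a set limit, the mean plus 5 SD, cut at about 37% in these data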
S1P2 ag: activates the human S1P2 receptor; O95136; S1P2-expressing cell line, agonist reporter read-out; actives 0.46% (n = 97,000); activation, % at 4.5 µM; AID 729; in the data active = activation above about 16%;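 also: 0% = vehicle low control and 100% = maximal reference agonist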
PTPN22 inh 2: inhibitors of human LYP (PTPN22) phosphatase | Q9Y2R2 | recombinant LYP catalytic domain, DiFMUP fluorescence | inhibition, % at 2 µM | actives 0.21% (n = 96,000) | AID 640;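 active = inhibition at 2 µM at or above a set limit, the screen mean plus 3 SD, cut at about 24% in these data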;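 also: 0% = DMSO with enzyme and 100% = enzyme fully blocked by orthovanadate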
PostGolgi yeast: growth inhibition of a yeast mutant, post-Golgi transport screen | post-Golgi transport phenotypic cell assay | actives 0.9% (n = 98,000) | AID 739 | inhibition, % at 10 µM;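 also: yeast cells grown in 1536-well plates; yeast grown about 18 h at 30C before absorbance read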
Starred values were filed as active, the others as inactive; . = not tested or not shown. Rule as the data show it, unless noted: active = inhibition above about 30%; inactive = the rest. Outcome played no part in choosing rows. About 7% of those tested had a hit in this group.

Values run as follows: PostGolgi ctrl	FAK blocker	EphB4 antag	S1P2 blocker	HIV Rev-RRE inh	LYP act	S1P2 ag	PTPN22 inh 2	PostGolgi yeast
O=C(N=Nc1c(O)n(C2OC(=O)c3ccccc32)c2ccccc12)c1ccc(O)cc1 (stereo not drawn)
→ 8	-2	-1	-6	-5	6	-4	-2	-4
N#CCSc1nnc(Cc2cccs2)n1C1CCCCC1
→ 3	-1	-7	-11	-3	0	-5	-3	13
Cc1ccc(CN2C3=NCCCN3c3ccccc32)cc1
→ 1	-2	-15	1	-1	0	-7	-1	0
Cc1cc2nc(C3CCCN(C(=O)NCc4ccccc4)C3)[nH]c2cc1C (stereo not drawn)
→ 5	-4	6	5	1	-6	-10	8	-7
CN(CCNC(=O)c1cc2c(=O)n(C)c3ccccc3c2n1C)Cc1ccccc1
→ 3	10	-1	6	8	-4	-6	3	-15
CCCc1nnc(NC(=O)CCCC(=O)O)s1
→ 3	-6	-6	-17	0	8	2	-3	1
Cn1nnc(NC(=O)COc2ccc(C3CCCCC3)cc2)n1
→ 2	1	-6	-2	-2	12	5	-14	4
O=C1CCC(C(=O)Nc2cccc3ccccc23)N1 (stereo not drawn)
→ 1	-1	0	-4	5	4	-4	-5	-9
COC(=O)CSc1nnc(-c2cnccn2)n1C
→ -5	2	2	15	7	0	2	1	3
COc1ccc(S(=O)(=O)N(C)CC(=O)N2CCN(Cc3ccccc3)CC2)cc1C
→ 3	1	6	18	9	-8	-10	9	11
COc1ccc(OC)c(NC(=O)C(CC(=O)O)Cc2ccc(Cl)cc2)c1 (stereo not drawn)
→ -5	-2	2	1	5	-2	-1	3	-3
CC(C)(C)n1nnnc1C(c1cccs1)N(Cc1cccnc1)Cc1ccco1 (stereo not drawn)
→ 16	-3	-1	1	-2	1	-6	2	2
CCc1ccc(CC)c(S(=O)(=O)Nc2ccc(C(=O)O)c(O)c2)c1
→ -6	-1	-4	-8	-2	4	-9	-8	-21
COC(=O)Cc1[nH]nc2c1C1(C(=O)N(Cc3ccc(Cl)cc3)c3ccccc31)C(C#N)=C(N)O2 (stereo not drawn)
→ 8	1	4	9	12	-2	-2	6	5
c1ccc2c(c1)[nH]c1c(N3CCSCC3)ncnc12
→ 5	10	-9	48*	0	-5	-7	3	5
Cc1ccsc1C1CC(=O)NC2=C1C(=O)CC(C)(C)C2 (stereo not drawn)
→ 7	1	9	19	12	-6	-8	4	6
Cc1ccc(NS(=O)(=O)c2cn(C)cn2)cc1
→ 10	2	-14	-23	0	9	-4	-13	8
O=C(O)c1cnn2c(C(F)(F)F)cc(-c3ccccc3)nc12
→ -5	-1	-5	9	7	2	-8	0	27
C#CC(CC)(CC)NC(=S)Nc1cccc(C(C)=O)c1
→ .	3	-6	7	12	.	-7	.	.
N#Cc1cccc(NC(=O)CC2CCCCC2)c1
→ 9	1	-12	-12	-3	-8	-6	8	-12
COc1ccc(Br)cc1C(=O)Nc1ccc(Cc2ccncc2)cc1
→ 9	7	-4	-4	7	-5	0	7	11
Cc1nc2ccccc2nc1OCC(=O)N1CCN(c2ccccc2)CC1
→ 23	0	-5	7	1	-7	-2	6	2
CCSc1nc(O)c(C2OC(=O)c3c2ccc(OC)c3OC)c(=O)n1CC (stereo not drawn)
→ 4	-2	9	-3	11	1	-6	-1	-4
CCS(=O)(=O)N1CCCC(C(=O)NC2CCCCC2C)C1 (stereo not drawn)
→ -5	-4	-4	8	3	2	-6	-3	-2
CCc1ccc(CNn2cnnc2SCC(=O)NC(C)(C)C)cc1
→ .	-2	9	7	-1	-7	-6	7	.
CCC(=O)Nc1ccc(S(=O)(=O)Nc2cc(C)on2)cc1
→ -1	34*	6	-4	12	12	-2	-11	9
CCOc1ccccc1NC(=O)N1CCCC1C(=O)Nc1nnc(CC)s1 (stereo not drawn)
→ 26	0	-5	-16	7	-7	2	2	.
O=C(CSc1nn(-c2ccc(F)cc2)c(=S)s1)NC(=O)NCc1ccco1
→ .	3	6	-5	12	-7	-3	6	.
COc1cc(C(=O)NCc2nnc(SCC(=O)Nc3cc(C)cc(C)c3)o2)cc(OC)c1OC
→ -3	2	-2	36	7	-3	-6	4	-12
Cn1ncc(C#N)c1NC(=O)c1nn2cccnc2c1Cl
→ 11	0	8	-4	9	-4	-8	4	-7
COc1ccccc1OCC(=O)Nc1ccc(S(=O)(=O)NC(C)=O)cc1
→ 9	7	0	18	0	2	-4	-5	3
Cc1ccc(S(=O)(=O)n2ccc3cccnc32)cc1
→ 10	1	1	16	2	4	0	-2	-5
O=C1CNC(=O)N1CC(=O)N1CCCc2ccccc21
→ -6	0	0	4	2	3	-5	-2	-24
O=C(C1=C(O)C(=O)N(Cc2ccccc2)C1c1ccncc1)c1ccco1 (stereo not drawn)
→ 6	-3	-2	16	6	3	-9	-6	3
CCC(=O)OC1(C#CCOc2ccc(OC)cc2)CCN(C)CC1
→ 2	-5	-1	-6	-5	8	-3	-5	3
CC(C)c1ccc2oc(-c3cc(N)ccc3O)nc2c1
→ 18	-4	-1	9	-1	-5	-4	4	-2
Cc1nc2c(n1O)CCC/C2=N\O
→ -2	-6	-4	3	9	6	-10	-8	14
CCOC(=O)C1=C(C)N(C)C(=O)NC1c1cc2c(cc1Br)OCO2 (stereo not drawn)
→ 9	3	3	4	5	6	-1	-7	0
N#Cc1nc(-c2ccc(OCc3ccccc3)cc2)oc1NCCN1CCOCC1
→ 12	7	-5	3	-1	2	-3	-2	8
CC(OC(=O)c1cccs1)C(=O)NCc1ccc2c(c1)OCO2 (stereo not drawn)
→ 11	-1	2	23	7	3	-2	-3	0
O=C(O)c1ccc(-c2ccccc2)[nH]1
→ 20	6	-3	17	7	-2	-4	0	-5
Cc1ccc2cc(C#N)c(SCC(=O)Nc3ccc4sc(C)nc4c3)nc2c1
→ -1	-10	-2	-13	3	0	-5	5	-3
N/C(=N\OC(=O)Nc1ccc(Cl)cc1)c1ncc(C(F)(F)F)cc1Cl
→ -2	0	-1	13	5	0	-4	1	12
O=C(C[n+]1cccc(NC(=O)c2ccccc2)c1)c1ccccc1
→ 3	0	-11	-26	-16	18	-7	-12	5
O=C(Oc1ccc(N(Cc2cccs2)C2=NS(=O)(=O)c3ccccc32)cc1)c1ccccc1
→ 6	2	3	-13	3	-2	2	4	-4
Cc1ccc2c(c1)[C@@H]1CN(C)CC[C@@H]1N2S(=O)(=O)c1ccc(F)cc1
→ 2	2	5	23	2	-6	-4	4	-3
CCc1nnc(NC(=O)CSc2nc(-c3ccc(OC)cc3)ns2)s1
→ -3	-2	11	3	4	1	-3	-9	-3
Cn1c(=O)c2cn3ncccc3c2n(C)c1=O
→ 6	-3	-7	5	9	3	-7	1	-8
COC(=O)c1sc(NC(=O)c2ccc(OC)cc2OC)nc1C
→ .	1	4	-9	4	-3	-4	1	.
Fc1ccc(OCCCCCCN2CCCC2)cc1
→ 9	2	0	1	3	5	-1	-2	0
CC1(C)Cc2c(C#N)c(N3CCN(C(=O)c4ccco4)CC3)nc(Cc3ccccc3)c2CO1
→ 17	-2	7	10	3	-9	-11	8	3
CCOc1cc(C(=O)Nc2cccc3ncccc23)cc(OCC)c1OCC
→ 1	-1	6	8	8	2	-6	-3	20
CCCOc1cccc(C(=O)N(Cc2ccco2)C2CCS(=O)(=O)C2)c1 (stereo not drawn)
→ 4	1	-7	-15	-2	5	-7	-1	4
O=C1NC(=O)C2(CCC(C(=O)O)C2)N1 (stereo not drawn)
→ .	-1	4	9	11	-2	-4	6	.
CC1CCCN(S(=O)(=O)c2ccc(NC(=O)Cn3nnc(-c4ccccc4F)n3)cc2)C1 (stereo not drawn)
→ 4	0	-1	19	12	-4	-12	3	1
CC(C)(C)n1nc2c(c1NC(=O)c1ccc(S(=O)(=O)N3CCCCC3)cc1)CS(=O)C2 (stereo not drawn)
→ -2	1	-3	12	2	-2	-8	0	-1
COc1ccc(CC(=O)NCCc2ccc(S(N)(=O)=O)cc2)cc1
→ -4	-3	6	-6	12	-6	-6	4	-6
O=C(O)C1CC(=O)N(c2ccc(OCc3c(F)cccc3Cl)cc2)C1 (stereo not drawn)
→ 15	-4	-3	14	1	9	-7	-2	6
CC(C)(C)NS(=O)(=O)c1ccc(N2C(=O)c3ccccc3C2=O)cc1
→ 9	1	2	-8	13	11	-4	-9	16
O=Cc1nc(-c2ccccc2Cl)n2ccccc12
→ 1	-1	5	4	9	12	-5	-9	5

Continuation.
Values run as follows: PostGolgi ctrl	FAK blocker	EphB4 antag	S1P2 blocker	HIV Rev-RRE inh	LYP act	S1P2 ag	PTPN22 inh 2	PostGolgi yeast
CC(C)Cn1nc(NC(=O)C2CCCO2)c2cc3ccccc3nc21 (stereo not drawn)
→ 10	2	-2	-7	13	7	-2	-7	14
COc1ccc(CNC(=O)C2=C(C)C(=O)OC23CCC(C)CC3)cc1 (stereo not drawn)
→ -1	-4	-2	-9	7	-1	-1	-2	1
N#Cc1c(NC(=O)CSc2n[nH]c(N)n2)oc(-c2ccccc2)c1-c1ccccc1
→ 4	-1	3	-8	16	-4	-5	8	1
O=C(NNC(=O)c1ccco1)c1cccc([N+](=O)[O-])c1
→ 7	-4	-1	2	6	3	-3	0	-9
Cc1csc(/C(=N\O)c2csc(C)n2)n1
→ -13	0	0	18	4	-2	-1	0	2
COC(=O)CNC(=O)c1cccs1
→ 3	0	-1	-8	1	-1	1	3	15
N#C/C(=C(/O)COC(=O)Cc1c[nH]c2ccccc12)c1nc2ccccc2[nH]1
→ 2	9	2	-6	23	-5	-3	3	12
CCC(C)NC(=O)Nc1ccc2c(c1)N(C)C(=O)c1ccccc1S2 (stereo not drawn)
→ 1	0	5	1	4	-14	-3	13	20
CC1CC(C)CN(c2ccc(-n3cnnn3)cc2[N+](=O)[O-])C1 (stereo not drawn)
→ 17	3	2	-15	8	-10	-2	13	6
Cc1ccc(C(=O)N/N=C/c2nc3ccccc3n2C)cc1
→ 12	5	-5	-6	1	2	-8	1	0
O=C(NCc1ccccc1)c1cccc(COc2ccc(Cl)cc2)c1
→ 16	4	1	-3	17	-2	-4	6	-4
Cc1ccc(C(=O)NCc2ccco2)cc1S(=O)(=O)Nc1cccc(C)c1C
→ 22	0	-1	7	4	4	-2	-4	-4
Cc1snc(SCC(=O)c2ccc(Cl)cc2)c1C#N
→ 13	5	-1	5	9	-8	-6	11	2
Cc1cc(NC(=O)c2ccccc2)ncc1NC(=O)c1ccco1
→ 8	0	-2	4	9	-5	-4	3	-1
Cc1ccc(S(=O)(=O)N2CCC(=O)N2)cc1
→ 5	-8	4	4	2	-4	-1	7	2
CCN1CCN(C(=O)c2cnn3c(C(F)F)cc(-c4ccc(C)cc4)nc23)CC1
→ 8	0	4	12	-1	-7	-5	8	3
O=C(c1ccccc1)c1c[nH]cc1-c1ccccc1
→ .	1	4	3	1	-1	-1	-2	.
CC1CN(C(=O)COc2ncnc3ccccc23)CC(C)O1 (stereo not drawn)
→ 10	-5	3	13	4	-4	-6	6	3
Cc1ccccc1OCC(=O)NCCN1CCCC1
→ 35*	1	-5	3	1	8	-15	-9	-4
CCCn1nnnc1-c1cc(Cl)cc(Cl)c1
→ 13	-7	1	-3	4	-10	-1	12	8

Record cards, as listed above. Values in the order: PostGolgi ctrl	FAK blocker	EphB4 antag	S1P2 blocker	HIV Rev-RRE inh	LYP act	S1P2 ag	PTPN22 inh 2	PostGolgi yeast
CCC(C)NC(=O)Nc1ccc2c(c1)N(C)C(=O)c1ccccc1S2 (stereo not drawn) is listed as 1	0	5	1	4	-14	-3	13	20
COc1ccc(CNC(=O)C2=C(C)C(=O)OC23CCC(C)CC3)cc1 (stereo not drawn) is listed as -1	-4	-2	-9	7	-1	-1	-2	1
COC(=O)CNC(=O)c1cccs1 is listed as 3	0	-1	-8	1	-1	1	3	15
